# MT1-MMP act inh: inhibitors of human MT1-MMP activation | AID 651647 | GFP/RFP ratio change, % at 20 µM | P50281 | HT1080 RFP-PRO-GFP cells, GFP/RFP ratio fluorescence, overnight; percent of plate control window, DMSO zero | 360,000 compounds, 0.061% hits;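 active = GFP/RFP ratio change of at least 30% with cell ATP level not reduced by more than half and red fluorescence within 50% of control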; also: strong numbers were not always called active
#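 Assay system: HT1080 RFP-PRO-GFP cells | Dosing: 20 µM single dose, 1% DMSO | Incubation: Cells overnight before dosing, compound overnight, 37 °C, 5% CO2 | Evaluation: GFP/RFP fluorescence ratio | Control set: DMSO-only wells and HT1080 RFP-L50D-GFP cell wells as references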
# NRP1-CendR mod: alters CendR peptide binding to human NRP-1 | AID 602438 | inhibition, % at 25 µM | FAM-RPARPAR peptide binding to NRP-1, fluorescence polarization | 360,000 compounds, 0.85% hits | O14786;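 active = inhibition or corrected inhibition above about 18%, plus a signal ratio from 0.5 to 1.5, limit read from the data, passing the limit was not always enough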; also: strong numbers were not always called active
# FAS TE block: blocks the thioesterase domain of human fatty acid synthase; 360,000 compounds, 0.67% hits; recombinant FAS-TE, OMFH fluorogenic substrate, fluorescence endpoint; inhibition, % at 15 µM;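 active = compounds whose normalised, plate-corrected inhibition of enzyme fluorescence in the single-dose primary screen is 50% or more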;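 also: 0% = DMSO with enzyme and 100% = substrate without enzyme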
# SKN-1 block: C. elegans SKN-1 inhibition; C. elegans VP596 Pgst-4::GFP/RFP ratio, acrylamide-induced, 24 h; inhibition, % at 21.8 µM; 360,000 compounds, 0.49% hits;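 active = interference check ratio from 0.5 to 1.5 plus GFP to RFP signal ratio inhibition reaching or exceeding a fixed threshold, cut at about 30% in these data, passing the limit was not always enough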; also: some compounds called inactive have numbers as strong as hits
# PABP1 MLLE inh: blocks PAM2 peptide binding to the PABP1 MLLE domain | P11940 | GST-MLLE / FITC-PAM2 fluorescence polarization | inhibition, % at 20 µM | 360,000 compounds, 0.36% hits; in the data active = inhibition above about 35%, passing the limit was not always enough;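 also: plate controls were DMSO wells with GST-MLLE for no effect and wells lacking GST-MLLE protein for full effect; some results filed as inactive read as strong as hits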
# E coli Lon inh: inhibitors of E. coli Lon protease | P0A9M0 | purified E. coli Lon protease, fluorescence polarization | inhibition, % at 7.94 µM | 360,000 compounds, 0.42% hits; in the data active = inhibition above about 13%, passing the limit was not always enough;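 also: 0% = enzyme with probe and DMSO and 100% = no enzyme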
# TbMetRS inhib: Trypanosoma brucei MetRS inhibition | AID 624268 | inhibition, % at 11.9 µM | purified T. brucei MetRS, ATP depletion, Kinase-Glo luminescence | 360,000 compounds, 0.4% hits;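 active = inhibition above a per-plate cutoff of the control wells' mean inhibition plus 3 SD, cut at about 5.5% in these data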;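 also: 0% = DMSO wells median and 100% = median of wells with control inhibitor compound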
#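 Measured by: Kinase-Glo luciferase luminescence reporting remaining unconsumed ATP. Material: purified T. brucei MetRS enzyme. Doses: 11.9 µM compound single dose, 0.9% DMSO. Medium: HEPES buffer containing pyrophosphatase, BSA, spermine, DTT. Times: 15 min preincubation, 2 h reaction, all 25 °C. Reagent: methionine, ATP and bulk E. coli tRNA.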
# bovine MsrA act: activators of bovine methionine sulfoxide reductase A; activation, % at 10.6 µM; purified bovine MsrA, absorbance read-out; AID 602163; 360,000 compounds, 0.3% hits; in the data active = activation above about 7.5%;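 also: 0% = vehicle and 100% = reference activator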
# MsrA inhibitor: inhibitors of bovine MsrA; purified bovine MsrA, absorbance read-out; inhibition, % at 15.5 µM; 360,000 compounds, 0.75% hits; AID 651718; in the data active = inhibition above about 4.5%;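 also: 0% = vehicle wells with enzyme and 100% = reference inhibitor wells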
# Numbers without * were called inactive; nt = no result given.
SMILES,MT1-MMP act inh,NRP1-CendR mod,FAS TE block,SKN-1 block,PABP1 MLLE inh,E coli Lon inh,TbMetRS inhib,bovine MsrA act,MsrA inhibitor
C[C@H](CO)N1C[C@H](C)[C@@H](CN(C)C(=O)Nc2ccc(C(F)(F)F)cc2)Oc2ccc(NC(=O)Cn3cnnn3)cc2C1=O,-1,16,-1,-7,-12,7,0.0,-6,0.5
CC1CCC(=NNC(=O)Cc2ccccc2)CC1 (stereo unspecified),6,6,-4,-2,4,-4,0.0,4,-0.2
Cc1ccc(F)cc1C(=O)N1CCCC(c2cc(C(=O)Nc3ccccc3)no2)C1 (stereo unspecified),7,-4,7,1,0,-11,0.1,1,-0.3
CCC(=O)Nc1nc2ccccc2n1Cc1ccccc1Cl,14,8,-5,-4,0,2,-0.1,-8,-1.0
CCn1c(CNc2ccc(OC)cc2)nnc1SCC(=O)c1ccc(OC)cc1,-2,-4,-1,-14,-15,3,-0.6,-7,-0.4
CCOC(=O)c1ccc2[nH]c3c(c2c1)CCCC3O (stereo unspecified),3,4,-4,14,-13,0,-0.5,-1,-1.5
COCCn1nnnc1C(c1cc2cc(C)cc(C)c2[nH]c1=O)N1CCN(c2ccccc2F)CC1 (stereo unspecified),-3,0,-4,14,20,-1,-0.5,-2,2.3
O=C(Nc1ccc2c(c1)OC1(CCCC1)O2)C1CC1,9,1,-4,11,10,-12,-0.4,-4,0.0
CC1=CC(C)(C)N(C(=O)c2ccccc2)c2ccccc21,-1,-1,16,-8,2,-7,-1.0,-5,-0.4
CC1CCN(c2nc(-c3ccco3)c3c(c2C#N)CC(C)(C)OC3)CC1,-6,-11,-1,0,23,-8,0.5,-3,1.9
Brc1ccc(C2=CSC3=NCCN23)cc1,-1,3,-159,-9,-42,6,-0.3,-2,1.4
O=C(COC(=O)C12CC3CC(CC(C3)C1)C2)Nc1ccc(OC(F)F)cc1,5,4,32,15,-5,8,-0.9,0,-1.8
Cn1nc(C(=O)Nc2nc(-c3ccccn3)cs2)c2ccccc2c1=O,6,6,-4,8,19,3,-0.3,-2,1.3
CCOC(=O)CCc1c(C)nc(SCCCn2c(=O)[nH]c3ccccc32)c(C#N)c1C,13,-2,-1,5,15,-2,-0.4,-1,-1.3
CC(C)(C)c1cc2nc(N)nc(N)n2n1,2,-5,-6,8,12,1,3.2,-9,0.7
O=C(Nc1nc2ccc(SC(F)F)cc2s1)c1ccc(NS(=O)(=O)c2ccc(F)c(F)c2)cc1,-4,-1,33,-2,-6,1,-0.4,-3,1.1
Cc1ccc(C)c(NC(=O)CN(C)C(=O)CC2OC(=O)c3ccccc32)c1 (stereo unspecified),-1,-3,-2,15,-8,1,-0.5,-7,0.9
Cc1ccc(NC(=O)CN(C)C(=O)c2ccc(COc3ccccc3)cc2)cc1,1,-2,7,12,-9,0,-0.6,-6,-1.0
O=C(Nc1c(C(=O)N2CCOCC2)cnn1-c1ccccc1)c1ccccc1F,5,-2,-4,18,-8,-10,0.3,0,-0.8
O=C(NCCCN1CCN(c2ccccc2F)CC1)Nc1ccccc1[N+](=O)[O-],1,8,-6,-26,8,-4,-1.5,-9,0.2
Cc1cccnc1NC(=O)c1ccc(S(=O)(=O)N2CC(C)OC(C)C2)cc1 (stereo unspecified),-1,-8,-3,2,-2,0,-0.9,-3,0.3
CC(OC(=O)c1ccncc1)C(=O)Nc1cc(S(=O)(=O)N2CCCCC2)ccc1Cl (stereo unspecified),-1,-8,2,8,-6,-5,-1.1,-10,0.4
O=C(c1cn(-c2ccccc2)nc1-c1ccncc1)n1nnc2ccccc21,-1,-2,18,10,3,-4,-0.5,-5,-1.5
CCN(c1ccccc1)c1nc(C#N)nc(N(CC)c2ccccc2)n1,1,9,35,11,4,1,-0.6,-4,2.1
O=C(O)c1ccc(N/N=C/c2ccc(-c3ccccc3)cc2)cc1,1,-13,29,-5,5,12,-0.6,-17,4.0

# Further records
SMILES,MT1-MMP act inh,NRP1-CendR mod,FAS TE block,SKN-1 block,PABP1 MLLE inh,E coli Lon inh,TbMetRS inhib,bovine MsrA act,MsrA inhibitor
CCOC(=O)c1csc(NC(=O)CSc2nnnn2CC)n1,-2,6,-3,-5,8,5,-0.4,-2,0.3
CC1CCN(C(=O)CN(C2CCCCC2)S(C)(=O)=O)CC1,0,6,-7,-3,-9,1,-0.3,3,0.4
O=C(O)c1ccc(Nc2ncc([N+](=O)[O-])cc2[N+](=O)[O-])cc1,22,7,9,7,-6,0,-0.3,-7,2.8
COc1cccc(NC(=O)Cn2cnc3c(oc4nc5c(cc43)CCCC5)c2=O)c1,0,-13,1,7,-20,-1,0.0,-2,-0.2
Cn1c(=O)c2c(nc(Sc3ncccn3)n2Cc2ccccc2Cl)n(C)c1=O,-1,-11,9,0,3,-9,0.1,0,0.3
COc1ccc(S(=O)(=O)N(C)C[C@H]2Oc3c(cccc3N(C)C)C(=O)N([C@H](C)CO)C[C@@H]2C)cc1,-4,10,-6,-14,-1,-5,-0.2,-4,-0.6
COc1ccc(/C=C2\N=C(SC)SC2=O)cc1OC,-3,-3,-4,17,-2,-1,-0.4,-3,1.2
COc1cc(/C=C2\SC(=S)N(C(C(=O)O)c3ccccc3)C2=O)ccc1O (stereo unspecified),-37,-272,-4,19,-75,-117,1.0,-3,1.5
CC(OCCN1CCCC1)(c1ccc(F)cc1)c1ccc(F)cc1,-5,-6,-6,3,4,8,0.3,-2,-0.4
CCCNC(=O)C1(C)CCN(C(=O)c2cccc(Cl)c2)C1 (stereo unspecified),2,14,-6,-2,10,0,-0.2,-6,-0.5
CN(C)c1oc(/C=C/c2cccs2)nc1S(=O)(=O)c1ccccc1,-5,10,20,12,0,-2,0.0,-6,1.6
COc1cc(OC)c(OC)cc1/C=N/Nc1ncnc2c1[nH]c1ccc(C)cc12,3,-4,5,-3,20,-15,-0.1,-2,1.1
CC(C)(C)NCCCCOc1ccc(F)cc1,2,8,-8,0,-5,-5,-0.7,-2,0.4
CCSc1nnc(Cn2c(=O)sc3ccccc32)n1-c1ccc(OC)cc1,-1,4,-6,-14,-20,-5,-0.7,-1,-0.1
COC1=CC(=O)OC(c2cccc(C#N)c2)C1 (stereo unspecified),6,7,nt,-4,nt,nt,-0.8,nt,-0.6
C[N+]1(CCOC(=O)C2(c3ccccc3)CCCC2)CCCCC1,-3,5,-9,3,-125,3,-0.5,-2,-0.3
C/C(=N\Nc1ccccc1Cl)c1ccc(-n2ccnc2)cc1,-1,-12,20,8,23,-6,0.0,-3,-0.4
CC(C)c1ccc2[nH]c(O)c(N=NC(=S)NCCc3ccccc3)c2c1,4,-6,20,3,8,8,1.0,-3,1.1
O=C(CN1C(=O)C2C3CCC(C3)C2C1=O)OCC(=O)c1cccc([N+](=O)[O-])c1 (stereo unspecified),3,3,0,3,-2,-2,0.7,-3,0.3
O=C(CSC1=NCCS1)Nc1ccnc2ccccc12,-11,1,-6,1,27,4,0.3,0,-1.0
CS(=O)(=O)c1ccc2nc(NC(=O)C3CCCCC3)sc2c1,-8,6,0,-1,0,-4,0.1,0,-0.4
O=C(C(NS(=O)(=O)c1cccc2nsnc12)c1ccccc1)N1CCN(c2ccccn2)CC1 (stereo unspecified),-2,-5,2,-1,-10,-2,-1.0,-1,-1.1
O=C(CN1CCN(c2ccc(F)cc2)CC1)NCc1ccc(F)cc1,4,-12,-4,27,-3,4,0.2,-1,0.7
COc1ccc(C(C)NC(=O)C2CCCC2)cc1 (stereo unspecified),-1,-16,-9,-16,-1,-6,0.5,0,-0.7
COc1ccc(S(=O)(=O)N2CCN(CC(=O)N3c4ccccc4CC3C)CC2)cc1OC (stereo unspecified),5,-1,-2,-10,-3,-12,-0.7,-4,0.1

# An excerpt taken from the entries so far, as a working copy:
SMILES,MT1-MMP act inh,NRP1-CendR mod,FAS TE block,SKN-1 block,PABP1 MLLE inh,E coli Lon inh,TbMetRS inhib,bovine MsrA act,MsrA inhibitor
COc1ccc(C(C)NC(=O)C2CCCC2)cc1 (stereo unspecified),-1,-16,-9,-16,-1,-6,0.5,0,-0.7
COc1ccc(S(=O)(=O)N2CCN(CC(=O)N3c4ccccc4CC3C)CC2)cc1OC (stereo unspecified),5,-1,-2,-10,-3,-12,-0.7,-4,0.1

# Remaining list, next part.
SMILES,MT1-MMP act inh,NRP1-CendR mod,FAS TE block,SKN-1 block,PABP1 MLLE inh,E coli Lon inh,TbMetRS inhib,bovine MsrA act,MsrA inhibitor
CCCc1cc(=O)[nH]c(SCC(=O)Nc2cc(S(=O)(=O)N(CC)c3ccccc3)ccc2Cl)n1,10,-2,-1,-2,1,15,-0.5,-7,1.0
O=C(CNC(=O)C12CC3CC(CC(C3)C1)C2)N/N=C\c1ccccn1,0,11,0,0,4,-11,0.0,-3,-0.7
COc1ccccc1CNC(=O)C1(C)CCN1C(=O)C1(c2ccccc2)CC1 (stereo unspecified),1,9,-5,16,8,9,-0.3,6,-1.1
COc1cc(C(=O)NCC(=O)NNC(=O)CN(C)S(=O)(=O)c2ccc(Cl)cc2)cc(OC)c1OC,1,27*,-7,12,5,-5,-0.3,-3,0.6
CCOC(=O)Cn1c(S(=O)(=O)Cc2ccccc2)nc2ccccc21,nt,-5,-6,0,5,6,3.7,-10,0.5
COc1ccc(F)cc1-c1nc(N)nc(N)n1,-2,4,-10,3,15,-4,-0.3,0,-0.3
O=C(COc1ccccc1[N+](=O)[O-])N/N=C/c1cccc(OC(=O)c2ccc3c(c2)OCO3)c1,-6,-4,33,5,7,3,-1.0,-4,1.5
CCCn1c(=O)c2[nH]cnc2n(-c2ccc(Cl)cc2)c1=O,-1,5,-6,1,-13,5,0.2,-5,1.1
N#CC1C=Cc2c(ccc3ccccc23)N1C(=O)c1ccccc1 (stereo unspecified),11,10,20,11,1,-7,-0.3,-4,0.8
COc1ccc(NC(=O)C2CCN(c3cc(-c4ccccc4)nc4ncnn34)CC2)cc1OC,-2,-2,-1,8,0,-5,-0.3,-3,1.4
COc1ccc(N2CCN(Cc3nc4c(c(=O)[nH]c(=O)n4C)n3CCCc3ccccc3)CC2)cc1,-4,3,7,1,-9,5,-1.7,-13,1.0
COc1ccc(NC2CC(=O)N(C)C2=O)cc1 (stereo unspecified),-3,-12,-6,-14,27,2,-0.3,2,-0.6
COc1ccc(NS(=O)(=O)c2cccc(C(=O)NCC(c3ccco3)N(C)C)c2)cc1 (stereo unspecified),0,3,-4,5,-7,-9,-0.4,2,0.6
Cc1cc2nc(-c3cccc(NC(=O)c4ccc(Br)o4)c3C)oc2cc1C,2,4,3,11,-9,1,-0.3,0,1.4
Nc1ncnc2c1ncn2C1CCCC1,-1,-3,-3,-20,15,-4,-0.9,-1,0.0
Cc1ccc(C2CC(c3ccccc3)=NN2c2ccccc2)o1 (stereo unspecified),-1,-10,27,4,-11,-8,0.0,-5,-0.7
OCCN1CCN(CC(O)COCC2COc3ccccc3O2)CC1 (stereo unspecified),-1,5,-6,-8,6,0,-0.3,-6,-2.2
COc1cc(-c2nc(CCNC(=O)c3ccco3)cs2)cc(OC)c1OC,10,15,-5,5,3,0,-0.4,-2,0.7

# Entries listed so far with bromine, in the order listed:
SMILES,MT1-MMP act inh,NRP1-CendR mod,FAS TE block,SKN-1 block,PABP1 MLLE inh,E coli Lon inh,TbMetRS inhib,bovine MsrA act,MsrA inhibitor
Brc1ccc(C2=CSC3=NCCN23)cc1,-1,3,-159,-9,-42,6,-0.3,-2,1.4
Cc1cc2nc(-c3cccc(NC(=O)c4ccc(Br)o4)c3C)oc2cc1C,2,4,3,11,-9,1,-0.3,0,1.4

# High-throughput results deposited in PubChem by several laboratories.
